14-3-3g Raf = alters human 14-3-3 gamma binding to Raf peptide. P61981. FP, 14-3-3gamma / TMR-pS259-Raf peptide binding. inhibition, % at 40 µM. actives 0.19% (n = 160,000). AID 422; in the data active means inhibition above about 30%;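 further: 0% = protein plus tracer without compound and 100% = blank with tracer alone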
Target sequence (P61981 whole entry, looked up): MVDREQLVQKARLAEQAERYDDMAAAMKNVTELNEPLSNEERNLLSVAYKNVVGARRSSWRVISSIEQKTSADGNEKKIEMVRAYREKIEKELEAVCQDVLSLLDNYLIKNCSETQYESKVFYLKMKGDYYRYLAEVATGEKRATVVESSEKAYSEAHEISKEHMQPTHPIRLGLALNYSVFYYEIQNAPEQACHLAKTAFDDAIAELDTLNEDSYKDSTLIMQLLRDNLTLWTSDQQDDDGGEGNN
The depositor's hits bear a star; & = joins results of further samples. The list is partial, so the mix of outcomes need not match the whole.

SMILES | 14-3-3g Raf
Cc1nn(C(C)(C)C)c(OC(=O)c2cccs2)c1Sc1ccccc1 | -4.3
COc1ccc2nc(NC(=O)c3ccc(N)cc3)sc2c1 | 2.0
Cc1cccc(N2CCN(C(=O)CCCn3c(=S)[nH]c4cc5c(cc4c3=O)OCO5)CC2)c1C | -6.4
Cc1ccc(-c2csc3ncnc(Nc4cccc(C(=O)O)c4)c23)cc1 | -68.5
CCCOc1ccccc1C1NC(=O)NC(C)=C1C(=O)OCC(Cl)(Cl)Cl (centres undefined) | -3.7
CC1=NN(C(=O)Cc2ccc([N+](=O)[O-])cc2)C(O)(c2cccnc2)C1 (centres undefined) | -12.9
O=C(Nc1cccc(Cl)c1)c1cc(-c2ccc(F)cc2)on1 | -0.6
COc1ccc(C2CC(=O)N3C(=C2C#N)SCC3(O)c2ccccc2)cc1 (centres undefined) | 2.0
CS(=O)(=O)c1nc(-c2ccccc2)cc(C(F)(F)F)n1 | 0.1
CCOC(=O)c1ccccc1NC(=O)Cn1c(=O)n(-c2cc(C)cc(C)c2)c(=O)c2sccc21 | 3.3
COCC(=O)Nc1nnc(COc2ccccc2)s1 | -6.6
CCOC(=O)c1ccc(CNC(=O)c2cc(C(C)(C)C)oc2C)o1 | -9.8
CCN(CC)c1ccc(NC(=O)Nc2ccc(C(C)=O)cc2)cc1 | -31.7
COC(=O)C1=CN(CCOC23CC4CC(CC(C4)C2)C3)C=C(C(=O)OC)C1c1ccc2c(c1)OCO2 | 0.4
O=C(CN1C2=NCCN2c2ccccc21)c1ccco1 | 2.5
COc1cccc(C2C(C#N)=C(N)OC(C(C)(C)C)=C2C#N)c1 (centres undefined) | -7.5
COc1ccc(-c2ccc3c(N)c(C(=O)Nc4cccc(C(F)(F)F)c4)sc3n2)cc1 | -26.4
O=C(c1cc2c(=O)oc3ccccc3c2s1)N1CCN(c2cccc(C(F)(F)F)c2)CC1 | -2.2
CCOC(=O)C1CCCN(S(=O)(=O)c2ccc3c(c2)CC(C)N3C(C)=O)C1 (centres undefined) | -3.4
CNC(=O)[C@H]1O[C@@H](n2cnc3c(NCc4cccc(I)c4)ncnc32)C(O)[C@H]1O (some centres undefined) | -3.4
COC(=O)c1ccc(N2C(=O)CSC23C(=O)Nc2ccccc23)cc1 (centres undefined) | 0.5
CC1CN(C2CCN(C(=O)COc3ccccc3)CC2)CC(C)O1 (centres undefined) | -2.5&-0.1
CN1C(=O)CC(C(=O)Nc2ccccc2F)SC1=Nc1ccc(Br)cc1 (centres undefined) | 3.3
CC(NS(=O)(=O)c1ccccc1[N+](=O)[O-])c1ccccc1 (centres undefined) | -8.9
Cc1ccccc1OC1C(=O)N(c2cccc(C(F)(F)F)c2)C1c1ccc2c(c1)OCO2 (centres undefined) | -8.3

Ordered by heavy-atom count (highest first): 3 of the compounds above.
SMILES | 14-3-3g Raf
CNC(=O)[C@H]1O[C@@H](n2cnc3c(NCc4cccc(I)c4)ncnc32)C(O)[C@H]1O (some centres undefined) | -3.4
CN1C(=O)CC(C(=O)Nc2ccccc2F)SC1=Nc1ccc(Br)cc1 (centres undefined) | 3.3
CC1=NN(C(=O)Cc2ccc([N+](=O)[O-])cc2)C(O)(c2cccnc2)C1 (centres undefined) | -12.9

Part of the list above, field by field.
> CCOC(=O)c1ccccc1NC(=O)Cn1c(=O)n(-c2cc(C)cc(C)c2)c(=O)c2sccc21
- 14-3-3g Raf: 3.3

> Cc1ccccc1OC1C(=O)N(c2cccc(C(F)(F)F)c2)C1c1ccc2c(c1)OCO2 (centres undefined)
- 14-3-3g Raf: -8.3

> CS(=O)(=O)c1nc(-c2ccccc2)cc(C(F)(F)F)n1
- 14-3-3g Raf: 0.1

> Cc1cccc(N2CCN(C(=O)CCCn3c(=S)[nH]c4cc5c(cc4c3=O)OCO5)CC2)c1C
- 14-3-3g Raf: -6.4

Continued.
SMILES | 14-3-3g Raf
COC(=O)c1c(NC(=O)c2cccs2)sc2c1C(C(=O)OC)CC2 (centres undefined) | -19.0
Cc1ccc(S(=O)(=O)c2c(N)n(C)c3nc4ccccc4nc23)cc1 | -11.5
CCCC(C)c1nnc(NC(=O)C2CCCO2)s1 (centres undefined) | -6.2
Cc1c(NC(=O)CSc2ccccc2C(=O)Nc2cccnc2)c(=O)n(-c2ccccc2)n1C | -4.8
Cc1c(C(=O)N2CCCc3ccccc32)cccc1[N+](=O)[O-] | -4.3
COCC(=O)NCCSc1c(C)[nH]c2ccccc12 | -5.2
COc1ccccc1N1CCN(S(=O)(=O)N(C)C)CC1 | -8.3
Cc1cc([N+](=O)[O-])nn1CC(=O)NCCCN1CCOCC1 | 1.4
CC1C(c2ccccc2)NC(c2ccccc2)C(C)C1O (centres undefined) | -3.2
Cc1ccn2cc(-c3ccc(S(=O)(=O)N4CCOCC4)cc3)nc2c1 | 5.0&-8.5
CCC(=O)Nc1cc(-c2nn(C)c(=O)c3ccccc23)ccc1N1CCCCC1 | 9.4&-3.5
CN1CCN(C(c2cccc(C(F)(F)F)c2)c2nnnn2Cc2ccccc2)CC1 (centres undefined) | 0.2
CCCCCCN=C(NS(=O)(=O)c1ccccc1)c1ccccc1 | -4.8
CCCN1C(=O)C(O)(CC(=O)c2ccccc2)c2ccccc21 (centres undefined) | 2.3
Cc1cccc(NC(=O)C(NS(=O)(=O)c2ccc3c(c2)CCC(=O)N3)c2ccccc2)n1 (centres undefined) | -2.3
CCOC(=O)C1=C(C)NC(C)=C(C(=O)OCC)C1c1cc2ccc(C)cc2[nH]c1=O | -7.6
O=C(Nc1ccc(C(F)(F)F)cc1)C(NS(=O)(=O)c1cccs1)c1ccccc1 (centres undefined) | -4.9
CSc1ccccc1C(=O)N1CCOCC1 | -10.3
COc1ccc(C2C(C(=O)Nc3cc(OC)ccc3OC)c3ccccc3C(=O)N2C)cc1 (centres undefined) | -2.2
CCOC(=NC(=NS(C)(=O)=O)c1ccccc1)SC | 0.9
CCN(CC)CCNc1nc2c(c(=O)[nH]c(=O)n2C)n1CCOc1ccccc1 | -0.1
CCOc1cccc(C2CC(c3ccc(Cl)cc3)=NC(c3ccccc3OC)N2)c1O (centres undefined) | 7.2
O=C(CN1C(=O)CSc2ccccc21)NCc1ccccn1 | -4.9
CC(Sc1ccccc1)C(=O)Nc1ccc(S(=O)(=O)N2CCOCC2)cc1 (centres undefined) | -10.0
CSc1nc2nc3c(cc2c(=O)n1-c1ccccc1C)COC(C)(C)C3 | 2.0
CN(C)c1ccc(C2C3=C(CC(C)(C)CC3=O)Nc3ccccc3N2C(=O)C2CC2)cc1 (centres undefined) | 8.9
Cc1cc(C)nc(NC(=O)c2cc(-c3ccc(Br)cc3)nc3ccccc23)c1 | -35.1
COc1ccc(-c2cc(C(=O)N(C)c3ccccc3)no2)cc1 | 2.3
CC1CCc2nc(NC(=O)C3CCCO3)sc2C1 (centres undefined) | -6.2
CCOC(=O)CSc1nnc(-c2ccncc2)n1-c1ccccc1 | 8.9
CCCCCn1c(CN2CCN(Cc3ccccc3)CC2)nc2c1c(=O)n(C)c(=O)n2C | -1.5
O=C(Nc1c2c(nc3c1CCC3)CCCC2)C(c1ccccc1)c1ccccc1 | -1.2
O=C(c1c[nH]c2ccc(S(=O)(=O)N3CCOCC3)cc2c1=O)N1CCN(c2ccccn2)CC1 | 3.3
CC1=C(C(=O)OCC(C)C)C(c2cccs2)C2=C(CCCC2=O)N1 (centres undefined) | 6.8
CCOC(=O)CC(NC(=O)c1ccc(C)c([N+](=O)[O-])c1)c1ccc(OC)cc1 (centres undefined) | 1.8
CCCn1c(C(C)NC(C)=O)nc2ccccc21 (centres undefined) | 3.0&-4.5
O=C(NCc1ccccc1Cl)c1ccc2c(=O)n(Cc3ccco3)c(=O)[nH]c2c1 | -12.3
Cc1ccccc1OCC(=O)N1N=C(C(F)(F)F)CC1(O)C(C)(C)C (centres undefined) | 0.7
COc1ccccc1-n1c(C)nc2cc(C(=O)NCc3ccco3)ccc21 | -151.0
COC(=O)c1c(NC(=O)c2ccco2)sc(C)c1C | -13.4
O=C(O)c1cc2c([nH]c1=O)CCCC2 | -15.0
C1=C(c2ccccc2)Nc2ncnn2C1c1ccco1 (centres undefined) | -21.4
COc1ccc(NC(=O)Cn2c(=O)n(CC(=O)NC3CCCC3)c(=O)c3ccccc32)cc1 | -0.1
O=C(CSc1nnc(CN2CCOCC2)n1-c1ccccc1)Nc1ccc(Cl)cc1 | 1.9
COCCNC(=O)CN1N=C(c2ccc(OC)cc2)CCC1=O | -2.0
Cc1ccc(NC2=CC(=NS(=O)(=O)c3ccc(C)cc3)c3ccccc3C2=O)cc1 | -18.8
O=C(Nc1c(C(=O)C2CC2)oc2ccccc12)c1ccc(C(F)(F)F)cc1 | 7.7
COc1ccc(OC)c(NC(=O)c2cc(S(=O)(=O)N3CCCc4ccccc43)ccc2F)c1 | -22.4
Cc1ccc(S(=O)(=O)N2CCCC(C(=O)O)C2)s1 (centres undefined) | -6.1&-1.0
CCC(C)OC(=O)C1=C(C)NC(=O)NC1c1cc(OC)c(O)c([N+](=O)[O-])c1 (centres undefined) | 3.0

(further entries)
SMILES | 14-3-3g Raf
CC(O)CCc1nc2ccc(C(=O)O)cc2[nH]1 (centres undefined) | -4.9&0.3
Cc1cccc2cc(CN(Cc3cccs3)C(c3nnnn3C3CCCC3)C(C)C)c(=O)[nH]c12 (centres undefined) | 2.2
O=C(OCCN1CCCCC1)c1ccccc1F | -2.6
Oc1ccc(C=NCC2COc3ccccc3O2)cc1 (centres undefined) | 8.5
COc1cccc(C(=O)NCCOc2cc(C)cc(C)c2)c1 | -0.3
O=C(C1CCC(CNS(=O)(=O)c2ccc(Cl)cc2)CC1)N1CCN(Cc2ccccc2)CC1 (centres undefined) | -7.1
COc1ccccc1N1CCN(C(c2ccc(Cl)cc2)c2nnnn2C(C)(C)C)CC1 (centres undefined) | -3.0
Cn1cccc1Cc1nnc(SCC(=O)Nc2cccc(Cl)c2)n1-c1ccc(F)cc1 | 5.6
CN(C)CCNC(=O)C1CCC(=O)N1Cc1ccccc1Cl (centres undefined) | -1.1
CCN(CC)C(=O)c1ccc2c(c1)NC(=O)c1ccccc1N2 | -6.0
COc1cc(C2C3C(=O)N(Cc4ccccc4)C(=O)C3ON2c2ccccc2)cc(OC)c1OC (centres undefined) | -5.9
Cc1ccc2cc3cc(C(=O)Nc4ccccc4F)oc3nc2c1 | 5.2
CCOC(=O)c1c(C)n(-c2ccc(N(C)C)cc2)c2ccc(OC)cc12 | 6.3
CC(=O)NC1=NC(=O)/C(=C/N2CCCCC2)S1 | 1.3
Cc1nn(Cc2ccc(F)cc2)c(C)c1NC(=O)c1noc2c1CCCCC2 | -10.0&-3.5
Cc1c([C@H]2[C@@H](CC#N)C2(C)C)c2ccccc2n1C | 3.8
COc1ccccc1C=Nc1ccc(O)c(-c2nc3ccccc3s2)c1 | -116.2
COC(=O)c1ccc(NC(=O)c2sc3nc(-c4ccccc4)cn3c2C)cc1 | -0.7
COc1cc(OC)cc(C(=O)Nc2c3c(nn2-c2ccc(F)cc2)CSC3)c1 | 3.0
O=c1oc2ccc(Br)cc2cc1-c1nc2c(s1)CCc1ccccc1-2 | -53.8
Cn1cccc1C(=O)OCC(=O)Nc1cc(C(C)(C)C)nn1-c1ccccc1 | -1.9
CC1(C)CC(=O)C=C(Nc2ccc(Br)cc2C#N)C1 | -2.0
O=C(CCCn1c(=O)[nH]c2ccc(Br)cc2c1=O)N1CCC(O)(c2cccc(C(F)(F)F)c2)CC1 | -1.7
CCCCCCCCCCCCCCCCCC(=O)NCC(COP(=O)([O-])OCC[N+](C)(C)C)OCC (centres undefined) | -9.6
CCOC(=O)c1sc(NC(=O)c2ccc(OC)cc2)nc1-c1ccccc1 | 1.0
CC(C)OC(=O)c1c(NC(=O)c2cc3ccccc3c(=O)o2)sc2c1CCCCC2 | -4.4
COc1ccc(C2C(C(=O)Nc3ccc(F)cc3)=C(C)Nc3nc(CCCO)nn32)cc1 (centres undefined) | -1.8
CCOC(=O)C(NCc1ccc2c(c1)OCO2)(NC(=O)CC)C(F)(F)F (centres undefined) | -3.1
CN(C)c1ccc(C(=O)c2ccccc2)cc1 | 7.9
COC(=O)C1CCN(C(=O)CCCOc2ccccc2)CC1 | -4.7
Cc1nc2ccccc2c(=O)n1NC(=O)c1ccc(F)cc1Cl | -5.5
CCCCSc1c(C)c2cc3c(cc2[nH]c1=O)OCO3 | 3.0&-8.0
Cc1cccc(C(=O)Nc2ccc(Cl)c(-c3nc4ccccc4[nH]3)c2)c1 | -3.1
CC1CCCN(C(=O)Cn2c(-c3nonc3N)nc3ccccc32)C1 (centres undefined) | -2.5
CC1OC(Nc2cc(Sc3ccccc3)cc([N+](=O)[O-])c2)C(O)C(O)C1O (centres undefined) | -3.7
CCc1ccccc1NC(=O)Cn1c([N+](=O)[O-])cnc1C | -11.8
COc1cccc(-c2ccc(=O)n(CC(=O)Nc3cc4c(cc3NC(C)=O)OCCO4)n2)c1 | -13.5
C=CCN(C(=O)Nc1ccc(F)cc1)C1CC(=O)N(c2ccc(OC)cc2)C1=O (centres undefined) | 25.6
CCC(=O)N1c2ccccc2-c2nnc(SC)nc2OC1c1ccc(N(C)C)cc1 (centres undefined) | -5.7
COc1ccc(C(=O)OCCN2C(=O)c3ccccc3C2=O)cc1 | 5.2
O=C(Nc1ccc(F)cc1)C1CCN(c2nnnn2-c2ccccc2)CC1 | -7.4
Cc1ccc([N+](=O)[O-])cc1NC(=O)c1cc(S(=O)(=O)N2CCOCC2)ccc1Cl | -3.4
c1ccc2[nH]c(-c3c[nH]c4ccccc34)nc2c1 | -8.0
O=C(O)c1ccc2c(c1)OCCO2 | -6.3
Cn1c(=O)c2c(nc(NCCCO)n2Cc2ccccc2Cl)n(C)c1=O | -10.0
Cc1c(NC(=O)C(C)Sc2nc3ccccc3c(=O)n2CCO)c(=O)n(-c2ccccc2)n1C (centres undefined) | -3.7
CCc1ccc(N2CC(C(=O)Nc3cc(C)ccc3F)CC2=O)cc1 (centres undefined) | 0.0
COc1ccccc1NC(=O)c1ccc(C)s1 | 4.8
CN(Cc1ccccc1)Cc1c[nH]c2ccccc12 | -7.5&-0.3

Bioassay records as filed in PubChem BioAssay.
